High-throughput results as filed in PubChem.
NPC1 prom act = activates the NPC1 promoter. Huh7 NPC1 promoter luciferase reporter, 24 h. Potency, µM (highest dose often 9.22 µM), inactives show top-dose activation, hits mostly activators. 320,000 tested, 2.4% active;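 also: potency is read from the fitted curve at half-maximal effect; % of control where 0% means no effect; nearly all actives have a fitted effect of over 60% in size; reporter is driven by a mutant NPC1 promoter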
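In 1536-well qHTS, Huh7 cells harboring an NPC1 promoter–luciferase construct received compound for 24 h; activation was quantified by luminescence following luciferase reagent addition.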
KCNH2 3.1 block = inhibitors of human KCNH2 3.1 potassium channel isoform | U2OS KCNH2 3.1, thallium flux FluxOr; stronger effect = lower value | activity change, % (tested at about 1.8 µM) | 340,000 tested, 0.95% active;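 active = maximum activity change below -70%; inconclusive = maximum activity change from -70% to -50%; inactive = maximum activity change above -50%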;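 also: thallium influx rate constant from kinetic fluorescence after stimulation buffer; % is scaled to controls: 0 for no effect and ±100 for the full control effect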
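Steps: virus added to U2OS suspension (4 h, RT, dark); medium with 10% FBS added, cells plated, 37 C overnight; FluxOr/Red40 loading buffer 45 min RT; stimulation buffer, 2 min kinetic read; rate constant normalized.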
MBNL1-CUG inh = blocks human MBNL1 binding to CUG repeat RNA. TR-FRET MBNL1-His/biotin-(CUG)12 binding, 665/545 ratio. Potency, µM (top dose mostly 57.5 µM), inactives show top-dose activity change, negative = inhibition, usual class: inhibitors. 280,000 tested, 0.036% active. AID 2675; active = well fitted inhibition curve with a large enough effect in the signal ratio, with a control signal flat, not every such curve was filed as active; inconclusive = small, poorly fitted or top-dose-only effect, or effect the other way, or a change in a side signal; inactive = no such curve, though single readings can be large or run the other way; the % refers to the signal ratio; also: potency is read from the fitted curve at half-maximal effect; % is scaled to controls: 0 for no effect and ±100 for the full control effect
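TR-FRET between His-tagged MBNL1 and biotin-(CUG)12 RNA, detected with Tb anti-His antibody (0.055 ng/ul) and streptavidin-XL665 (5 nM), 60 min at room temperature. Compounds titrated 92 nM to 58 uM; 665/545 nm ratio normalized to buffer and complex controls.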
Menin-MLL TR inh = displaces Texas Red mutant MLL peptide from human menin; O00255; Menin + Texas Red MLL mutant peptide, fluorescence polarization; Potency, µM (top dose mostly 61.6 µM), for inactives: top-dose FP activity change, negative = inhibition, usual class: inhibitors; 270,000 tested, 0.23% active; AID 1768; active = well fitted inhibition curve with a large enough effect in the polarisation, with a control signal flat, not every such curve was filed as active; inconclusive = small, poorly fitted or top-dose-only effect, or effect the other way, or a change in a side signal; inactive = no such curve, though single readings can be large or run the other way; the % refers to the polarisation; also: potency is read from the fitted curve at half-maximal effect; % of control where 0% means no effect; many of its hits are not listed in these tables
Target sequence (O00255 whole entry, looked up): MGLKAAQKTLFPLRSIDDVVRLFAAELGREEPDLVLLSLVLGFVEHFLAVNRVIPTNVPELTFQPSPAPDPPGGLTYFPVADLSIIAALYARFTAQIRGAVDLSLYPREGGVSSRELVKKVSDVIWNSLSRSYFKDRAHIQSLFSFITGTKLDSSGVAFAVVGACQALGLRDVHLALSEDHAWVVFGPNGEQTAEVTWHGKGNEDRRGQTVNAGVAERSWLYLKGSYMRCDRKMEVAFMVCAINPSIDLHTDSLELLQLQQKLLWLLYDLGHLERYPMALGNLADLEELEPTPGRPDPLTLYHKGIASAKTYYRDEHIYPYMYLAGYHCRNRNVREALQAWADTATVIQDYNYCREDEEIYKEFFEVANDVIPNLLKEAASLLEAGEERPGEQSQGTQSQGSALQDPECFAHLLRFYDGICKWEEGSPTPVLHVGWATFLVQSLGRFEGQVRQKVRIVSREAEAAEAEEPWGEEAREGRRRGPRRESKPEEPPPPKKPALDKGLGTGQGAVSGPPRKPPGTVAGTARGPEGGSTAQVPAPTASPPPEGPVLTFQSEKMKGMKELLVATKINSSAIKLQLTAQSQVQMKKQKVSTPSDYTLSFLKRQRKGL
FLuc counter = firefly luciferase modulation, counter-screen for miR-21 project; purified FLuc, Km substrates, luminescence inhibition; Potency, µM (series often up to 57.5 µM), for inactives: top-dose activity change, negative = inhibition, usual class: inhibitors; 360,000 tested, 6.9% active; AID 588342;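 also: potency is read from the fitted curve at half-maximal effect; plate controls were vehicle for no effect and reference inhibitor for full effect; nearly all actives have a fitted effect of over 55% in size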
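Purified P. pyralis luciferase, 10 nM final, with Km-level 10 uM D-luciferin and 10 uM ATP in 50 mM Tris acetate pH 7.5, 10 mM Mg acetate, 0.01% Tween-20, 0.05% BSA; 6-point qHTS titration about 60 µM downward; luminescence read.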
PKM2 act = PKM2 (human) enzyme activation; purified PKM2, Kinase-Glo ATP luminescence, activation; response scale: 0% is enzyme alone, no compound; AID 1631; P14618; 260,000 tested, 0.34% active; Potency, µM (doses to about 57.5 µM), for inactives: at the top dose activation, most hits filed as activators; also: potency is read from the fitted curve at half-maximal effect; % is scaled to controls: 0 for no effect and ±100 for the full control effect; nearly all actives have a fitted effect of over 55% in size
Target sequence (P14618 whole entry, looked up): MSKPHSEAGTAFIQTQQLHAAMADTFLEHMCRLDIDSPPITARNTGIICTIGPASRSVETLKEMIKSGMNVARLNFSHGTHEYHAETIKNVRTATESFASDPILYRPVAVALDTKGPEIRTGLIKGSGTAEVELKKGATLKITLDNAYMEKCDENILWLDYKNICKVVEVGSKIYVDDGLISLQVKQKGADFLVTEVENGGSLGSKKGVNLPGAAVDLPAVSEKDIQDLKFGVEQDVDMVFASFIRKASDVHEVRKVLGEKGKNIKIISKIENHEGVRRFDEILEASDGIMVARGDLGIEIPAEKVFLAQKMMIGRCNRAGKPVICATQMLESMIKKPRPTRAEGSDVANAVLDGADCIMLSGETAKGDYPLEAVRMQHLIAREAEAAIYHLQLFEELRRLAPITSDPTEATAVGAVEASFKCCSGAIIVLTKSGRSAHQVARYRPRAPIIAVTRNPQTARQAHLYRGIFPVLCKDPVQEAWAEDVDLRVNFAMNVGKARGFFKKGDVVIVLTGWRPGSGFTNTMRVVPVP
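Purified hPK-M2 (>95%) run at intermediate activity with 0.1 mM ADP and 0.5 mM PEP in 50 mM imidazole pH 7.2, KCl, MgCl2; 1 h room temperature. ATP formed read by Kinase-Glo luminescence; normalized to uninhibited and no-enzyme controls.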
VP16 counter = counter-screen for ROR gamma inhibitors: Gal4-VP16 reporter; Drosophila S2 Gal4-VP16 UAS-luciferase, luminescence, 20 h; Potency, µM (doses to about 53.6 µM), without a hit: top-dose activity, negative = inhibition, usual class: inhibitors; 310,000 tested, 3.5% active; AID 2546;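 also: Gal4-VP16 expression switched on by copper sulfate through the metallothionein promoter; potency is read from the fitted curve at half-maximal effect; % is scaled to controls: 0 for no effect and ±100 for the full control effect; nearly all actives have a fitted effect of over 50% in size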
RORgamma inh = inhibitors of mouse ROR gamma transcriptional activity; 310,000 tested, 5.4% active; AID 2551; Potency, µM (highest dose often 53.6 µM), for the others: at the highest dose activity change, negative = inhibition, hits mostly inhibitors; P51450; Drosophila S2 Gal4-RORgamma UAS-luciferase reporter, 20 h; also: potency is read from the fitted curve at half-maximal effect; % is scaled to controls: 0 for no effect and ±100 for the full control effect; nearly all actives have a fitted effect of over 60% in size
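Schneider cells (Drosophila), stable Gal4 DBD–ROR gamma + UAS-luc; 1 hr cmpd preincubation; Cu2+ induction 700 uM final; 20 hr ambient; luminescence.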
Rab9 promoter act = activators of Rab9 promoter | 320,000 tested, 2.8% active | Huh7 Rab9 promoter-luciferase reporter, luminescence, 24 h | Potency, µM (highest dose often 9.22 µM), for the others: at the highest dose activation, negative = inhibition, hits mostly activators; also: potency is read from the fitted curve at half-maximal effect; % of control where 0% means no effect; nearly all actives have a fitted effect of over 60% in size
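Steps: seed 1500 Huh7 Rab9-luc cells per well, rest 2 h at 37 °C; add compound in DMSO; incubate 24 h; add luciferase reagent, 10 min ambient; read luminescence.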
ELG1 repair inh = ELG1-dependent DNA repair inhibition; HEK293T ELG1-luciferase reporter, luminescence, 16 h; DNA damage induced by 5-fluorouridine; 330,000 tested, 2.3% active; Potency, µM (series often up to 46.1 µM), inactives show at the highest dose activity change, negative = inhibition, most hits filed as inhibitors; also: potency is read from the fitted curve at half-maximal effect; % is scaled to controls: 0 for no effect and ±100 for the full control effect; nearly all actives have a fitted effect of over 55% in size
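In this reporter screen, reduction of luminescence relative to DMSO vehicle indicated activity. Compounds and 5-fluorouridine were added together to 2,000 cells per well, incubated for 16 hr at 37 °C, then developed with ONE-Glo.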
Mito fusion yeast = mitochondrial division inhibition or fusion activation; S. cerevisiae fusion-defective mutant growth rescue, CellTiterGlo 48 h; Potency, µM (doses to about 46.1 µM), for the others: at the top dose growth rescue (activation), most hits filed as activators; 320,000 tested, 0.23% active; AID 485298;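 also: potency is read from the fitted curve at half-maximal effect; % of control where 0% means no effect; nearly all actives have a fitted effect of over 45% in size; temperature-sensitive fusion mutants such as fzo1-1 at 37 °C on non-fermentable ethanol glycerol medium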
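Yeast fusion mutant, YPEG (non-fermentable carbon), compound, 48 h at 37C non-permissive; CellTiterGlo added, 10 min RT, luminescence read. Rescued growth = division inhibition.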
Starred values were filed as active, the others as inactive; ? = inconclusive; nt = not tested or not shown; [ ] = another dose, or the depositor's remark. Unless noted, calls follow the shape of the dose curve; as a rule, active = well fitted curve in the direction sought with a large enough effect; inconclusive = small, poorly fitted or top-dose-only effect, or another doubt; inactive = no such curve, though single readings can be large; an effect the other way counts as inactive or inconclusive. Not all compounds are listed; the hit share may differ from the screen's.

SMILES	NPC1 prom act	KCNH2 3.1 block	MBNL1-CUG inh	Menin-MLL TR inh	FLuc counter	PKM2 act	VP16 counter	RORgamma inh	Rab9 promoter act	ELG1 repair inh	Mito fusion yeast
Nc1nc(-c2ccccc2)cn1/N=C/c1ccccc1	-9%	-2	3%	nt	15µM*	25%	-13%	?	0%	?	4%
N/C(=N\OS(=O)(=O)c1cccc([N+](=O)[O-])c1)c1ccncc1	1%	-8	?	-3%	6%	0%	-1%	-3%	-3%	4%	?
CCOc1nc(NCCC2=CCCCC2)nc(N2CCOCC2)n1	0%	5	3%	-23%	-1%	-2%	-4%[0.365 µM]	-18%	-5%	-6%	-6%
C/C(CCc1ccccc1)=N\NC(=S)NCCc1ccccc1	-3%	18	1%	21%	-4%	4%	6.3µM*	5µM*	8%	-1%	-17%
CCc1cc(C(=O)NC2CCCc3c2cnn3-c2cccc(C)c2C)n(C)n1 (stereo unspecified)	-40%[inhibitor]	4	-6%	-12%	-1%	1%	?	-30%	-37%[inhibitor]	?	2%
O=C(O)C1C2C=CC(C2)C1C(=O)OCC1CCCO1 (stereo unspecified)	-2%	8	-15%	-4%	7%	25%	-11%	5%	-1%	0%	2%
CCCCN1C(=O)C(=O)N(CC(=O)c2ccc3c(c2)CCCC3)C1=O	-3%	-5	nt	nt	nt	nt	nt	nt	3%	3%	7%
CS(=O)(=O)c1ncc(Cl)c(C(=O)Nc2ccc(N3CCOCC3)cc2)n1	-43%[inhibitor]	-10	?	8%	12µM*	-5%	3.2µM*	3.2µM*	-56%[inhibitor]	-9%	-22%
CC(C)NC(=O)C1c2ccccc2Oc2ccccc21	-3%	-13	-1%	-14%	7%	2%	-4%	-14%	-1%	0%	-1%
CN(C)C(=S)c1ccccc1	0%	2	-2%	nt	-14%	-6%	9%	-5%	1%	-1%	3%
O=C(Nc1ccccc1N1CCOCC1)c1cccc([N+](=O)[O-])c1	7%	-4	nt	6%	2%	-10%	-7%	-29%	-1%	-3%	8%
Fc1ccc(NC(=S)Nc2cccnc2)c(Cl)c1	2%	13	-3%	-6%	-1%	-1%	-4%	-22%	0%	2%	1%
Cc1ccc(NC(=O)CSc2nccc(=O)[nH]2)c(S(=O)(=O)N2CCOCC2)c1	6%	-11	-13%	2%	-12%	-4%	12%	17%	2%	0%	-1%
CCc1nn(CCCC(=O)NCc2cc(Br)ccc2OC)c(=O)c2cc3occc3n12	2%	-2	1%	0%	2%	3%	-17%	10%	-4%	?	23%
O=C(NCC(c1ccco1)N1CCN(c2ccccc2)CC1)C(=O)NC1CCCC1 (stereo unspecified)	0%	-1	nt	nt	-1%	nt	nt	nt	-4%	-8%	-3%
COc1cc(NC(=S)N2CCN(S(=O)(=O)c3ccc(C)cc3)CC2)cc(OC)c1	1%	4	-3%	nt	0%	?	-12%	?	-1%	-11%	-5%
CC(=C\c1ccccc1)/C=C1/SC(=S)N(CCC(=O)Nc2ccccn2)C1=O	-1%	nt	7%	11%	-16%	1%	3%	-14%	0%	13%	4%
CC(C)CNC(=O)c1ccccc1N(Cc1ccccc1)S(C)(=O)=O	2%	-2	2%	-10%	3%	-5%	0%	-19%	1%	-8%	2%
CCOC(=O)C1(Cc2ccc(O)cc2)NC(c2ccccc2F)C2C(=O)N(C)C(=O)C21 (stereo unspecified)	-4%	3	-9%	0%	1%	-2%	2%	-4%	-11%	?	3%
CCCCN(C)C(=O)c1cc2c(Cl)nc3ccccc3c2s1	-2%	-3	4%	-23%	-5%	nt	-3%	-1%	0%	-13%	16%
FC(F)(F)c1cc(Oc2ccc(Cl)cc2)ncc1-c1nnc(-c2ccc(Cl)cc2)o1	-7%	-1	-6%	nt	-4%	-17%	-4%	19%	-1%	2%	-1%
COc1ccc(-c2cc(C(=O)N3CCN(C(=O)c4ccccc4F)CC3)[nH]n2)cc1	0%	-13	-2%	-14%	-15%	nt	1%	11%	0%	?	8%
CS(=O)(=O)N1CCN(Cc2ccc([N+](=O)[O-])cc2)CC1	-7%	-1	?	-2%	-3%	1%	-10%	5%	-11%	11%	-2%
Cc1cc(=O)[nH]c(NN)n1	-40%[inhibitor]	6	-9%	nt	-1%	-8%	-15%	-2%	-2%	18%	3%
CCOC(=O)C1=C(O)C(=O)N(Cc2ccccc2)CC1	-5%	nt	-4%	1%	0%	-1%	2%	8%	0%	0%	3%
O=C(NCC(c1ccco1)N1CCCC1)c1ccc(S(=O)(=O)Nc2ccc(F)cc2)cc1 (stereo unspecified)	-6%	13	nt	nt	8%	nt	nt	nt	-17%	-5%	0%
Cc1ccc(NC(=O)C2CCCCC2C(=O)O)cc1Cl (stereo unspecified)	0%	-9	1%	11%	?	-11%	-1%	4%	-2%	13%	1%
O=C(c1cc(Br)c(Br)s1)N1CCOCC1	2%	7	nt	nt	-1%	nt	nt	nt	1%	-2%	-1%
C=CCn1nnnc1SCC(=O)Nc1ccccc1C(=O)OC	-1%	-11	6%	-6%	2%	12%	0%	-12%	2%	5%	0%
O=C(NCc1cccs1)C1CCN(S(=O)(=O)c2ccc3c(c2)OCCO3)CC1	0%	0	-10%	2%	2%	4µM*	1%	-10%	1%	-4%	0%
c1coc(CNc2nc(N3CCCCC3)nc3ccccc23)c1	0%	-18	1%	-16%	3%	8%	?	1%	-11%	-16%	1%
CN(C)CCNc1nc2c(c(=O)[nH]c(=O)n2C)n1CC(O)COc1ccc(Cl)cc1Cl (stereo unspecified)	-2%	-20	-1%	4%	6%	1%	0%	27%	-4%	0%	-2%
Cc1cc(OCC(=O)Nc2nnc(C3CC3)s2)ccc1C(C)C	-7%	-1	nt	nt	-1%	nt	nt	nt	-3%	30%	-7%
COCCCNC(=O)c1ccc(Cn2c(=O)[nH]c3ccccc3c2=O)cc1	-2%	4	?	6%	1%	-2%	-6%	11%	-1%	-18%	-7%
Cc1cccc(NC(=O)Cn2nnc3sc4c(c3c2=O)CC(C)(C)OC4)c1	-5%	-3	?	nt	-4%	-1%	4%	41%	-1%	?	-18%
Cc1ccc(S(=O)(=O)N2[C@@H](c3cccc(Cl)c3)C(C(=O)O)=CC[C@H]2c2ccc(C(C)C)cc2)cc1	2%	nt	nt	nt	0%	nt	nt	nt	-2%	7%	-26%
O=C(CCCCCNC(=O)c1ccccc1)N=Nc1c(O)[nH]c2c(Br)cc(Br)cc12	-7%	nt	-3%	-3%	-14%	1%	4%	8%	-8%	-11%	3%
NCCCC[C@H]1CNC(=O)C(=O)N1CCC12CC3CC(CC(C3)C1)C2	-5%	-6	-7%	nt	1%	1%	1%	-15%	1%	14%	-4%
COc1ccc(C(=O)CSc2nc3ccccc3n2CC(=O)NC(C)(C)C)cc1	-1%	11	-3%	4%	2%	1%	2%	-7%	-3%	?	8%
O=C(Oc1ccc(-c2cn3c(n2)SCC3)cc1)c1ccccc1	0%	21	-6%	?	?	-3%	?	?	1%	20%	-5%
CC1=C(C(N)=O)C(c2ccc(Cl)cc2)NC(=O)N1 (stereo unspecified)	-3%	-5	-2%	6%	6%	2%	0%	3%[10 µM]	-4%	0%	0%
C/C(=N\NC(=O)c1ccc2ccccc2c1)c1cccs1	1.1µM*	9	18%	nt	4.3µM*	-2%	?	?	1µM*	?	-1%
Cn1cc(Cl)c(C(=O)NNC(=S)NC2CCCCC2)n1	2%	2	16%	8%	?	-4%	-9%	?	2%	15%	-4%
CNC(=S)NNC(=O)c1ccc(=O)n(Cc2ccc(Cl)cc2Cl)c1	-12%	3	-1%	6%	?	4%	?	13µM*	-17%	?	5%
CCn1cc(CNC(=O)C2CCC(=O)N(Cc3ccc(Cl)cc3)C2)cn1 (stereo unspecified)	-3%	8	-2%	nt	-1%	nt	2%	-22%	-3%	18%	3%
COc1cc(NC(=S)NC(=O)c2ccc(C(C)(C)C)cc2)ccc1NC(=O)c1cccs1	-13%	7	23%	-17%	2%	-4%	3.5µM*	3.2µM*	0%	8%	-2%
CC1CC(C)CN(CCOc2ccc(Br)cc2)C1 (stereo unspecified)	-3%	-96*	1%	4%	5%	-5%	4%	-34%	1%	-5%	-1%
COc1ccc(/C=C2\SC(=O)N(CCC(=O)N3CCN(C)CC3)C2=O)cc1	24%	-2	?	-21%	19µM*	0%	17%	-2%[1.91 µM]	18%	?	-1%
COc1ccc(OCCCC(=O)N(CCC2=CCCCC2)c2c(N)n(Cc3ccccc3)c(=O)[nH]c2=O)cc1	1%	-2	nt	nt	6%	nt	nt	nt	-3%	-16%	-2%
